SENP7 block = SENP7 protease inhibitors, primary screen, biochemical, luminescence, uHTS | Sentrin-specific protease 7 (Homo sapiens), Q9BQF6 | recombinant SENP7, Z-RLRGG-aminoluciferin luminescence, 40 min | inhibition, % at 5 µM | 1.5% of 330,000 active | AID 434973, 2010;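 active means inhibition above about 50% at the single test dose, limit read from the data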;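 further: plate controls were DMSO with enzyme for no effect and no enzyme buffer wells for full effect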
Target sequence (Q9BQF6 706-1050 limits assumed): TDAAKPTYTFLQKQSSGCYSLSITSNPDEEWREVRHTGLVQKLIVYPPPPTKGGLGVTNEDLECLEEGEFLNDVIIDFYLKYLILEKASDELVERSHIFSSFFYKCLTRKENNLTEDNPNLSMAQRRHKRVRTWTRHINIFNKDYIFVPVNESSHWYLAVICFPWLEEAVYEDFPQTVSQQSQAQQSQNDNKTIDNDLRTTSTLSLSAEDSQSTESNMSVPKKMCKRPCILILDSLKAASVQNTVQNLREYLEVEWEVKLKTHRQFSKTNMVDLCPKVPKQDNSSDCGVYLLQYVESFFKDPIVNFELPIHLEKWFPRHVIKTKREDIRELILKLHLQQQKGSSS
PfGluPho inh = PfG6PD enzyme inhibitors, primary screen, biochemical, fluorescence intensity, uHTS; glucose-6-phosphate dehydrogenase-6-phosphogluconolactonase (Plasmodium falciparum 3D7); PfGluPho enzyme, NADPH resazurin-diaphorase fluorescence; inhibition, % at 20 µM; 0.78% of 350,000 active;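 active means inhibition reaching at least a set limit at 20 µM in the primary screen, cut at about 59% in these data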;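 further: 0% = DMSO wells with substrate and 100% = DMSO wells lacking glucose-6-phosphate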
UBC13 inh = UBC13 polyubiquitin chain formation inhibitors, primary screen, biochemical, TR-FRET, uHTS | 0.47% of 330,000 active | inhibition, % at 20 µM | AID 485273, 2010; in the data active means inhibition above about 45%, passing the limit was not always enough; inconclusive means no clear call, values can overlap the other calls
beta cell repl = inducers of MIN6 beta-cell proliferation, primary screen, ATP luminescence, uHTS; 0.29% of 330,000 active; proliferation, % at 10 µM; AID 2380, 2010; MIN6 cells proliferation, ATPlite luminescence, 48 h; cells starved in 0.2% serum; 100% = growth in 10% serum;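 active means compounds whose signal lies at least 3.5 SD above the mean of all wells on their plate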;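 further: 0% = DMSO-treated cells in low-serum medium and 100% = 10% serum control; some compounds called inactive have numbers as strong as hits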
SENP6 inh = SENP6 protease inhibitors, primary screen, biochemical, luminescence, uHTS; inhibition, % at 10 µM; Recombinant SENP6 catalytic domain, aminoluciferin luminescence; Sentrin-specific protease 6 (Homo sapiens), Q9GZR1; AID 2599, 2010; 1.8% of 330,000 active;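 active means inhibition above about 50% at the single tested dose, limit read from the data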;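 further: plate controls were DMSO wells with enzyme for no effect and DMSO wells lacking enzyme for full effect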
Target sequence (Q9GZR1 628-1112 limits assumed): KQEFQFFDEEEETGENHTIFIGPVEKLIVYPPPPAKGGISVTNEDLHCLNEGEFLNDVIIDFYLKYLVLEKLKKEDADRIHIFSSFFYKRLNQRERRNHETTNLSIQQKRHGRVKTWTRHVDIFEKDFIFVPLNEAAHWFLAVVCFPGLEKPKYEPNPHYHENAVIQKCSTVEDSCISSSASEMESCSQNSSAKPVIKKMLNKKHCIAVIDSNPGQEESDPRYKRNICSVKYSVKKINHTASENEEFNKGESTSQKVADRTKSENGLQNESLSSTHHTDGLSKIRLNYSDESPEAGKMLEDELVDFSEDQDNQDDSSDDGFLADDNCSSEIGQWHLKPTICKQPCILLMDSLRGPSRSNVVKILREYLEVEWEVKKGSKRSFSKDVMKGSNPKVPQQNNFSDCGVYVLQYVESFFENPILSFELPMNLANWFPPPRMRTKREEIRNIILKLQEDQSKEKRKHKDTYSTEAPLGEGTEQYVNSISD
SENP8 block-1 = human SENP8 protease inhibitors, primary screen, biochemical, fluorescence, Nedd8 protein substrate, uHTS. inhibition, % at 20 µM. recombinant SENP8. 0.64% of 360,000 active. AID 602440, 2012; in the data active means inhibition mostly above about 40%, no sharp cut-off; inactive means mostly below about 27%
Target sequence (Q96LD8 whole entry, looked up): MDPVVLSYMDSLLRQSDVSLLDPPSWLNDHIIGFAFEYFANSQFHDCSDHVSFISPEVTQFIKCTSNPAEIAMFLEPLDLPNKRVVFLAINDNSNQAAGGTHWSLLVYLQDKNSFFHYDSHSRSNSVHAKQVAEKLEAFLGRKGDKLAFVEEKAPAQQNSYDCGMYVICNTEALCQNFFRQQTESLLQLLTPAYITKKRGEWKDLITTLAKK
SENP1 FRET inh = human SENP1 catalytic domain inhibitors, primary screen, biochemical, FRET, uHTS; Sentrin-specific protease 1 (Homo sapiens), Q9P0U3; recombinant SENP1 catalytic domain, CyPet-SUMO1-YPet FRET cleavage; inhibition, % at 10 µM; 0.21% of 360,000 active;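 active means inhibition at least 30% at 10 µM, raw YFP signal under a set limit, fluorescence ratio 0.5 to 1.5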;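 further: 0% = enzyme with DMSO and 100% = no enzyme wells; some results filed as inactive read as strong as hits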
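Test system: human SENP1 catalytic domain; medium: Tris pH 8 buffer plus EDTA, NaCl, BME, BSA, NP40, catalase; incubation: 50 min reaction at room temperature; technique: FRET, CFP and YFP emission; controls: no-enzyme low control and enzyme-plus-DMSO high control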
HKDC1 inh = HKDC1 hexokinase inhibitors, primary screen, biochemical, fluorescence, uHTS; recombinant HKDC1, G6PDH/diaphorase resazurin coupled fluorescence; inhibition, % at 20 µM; 0.16% of 340,000 active;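 active means inhibition above about 35% when tested at 20 µM, limit read from the data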;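 further: plate controls were DMSO wells with enzyme for no effect and DMSO wells lacking enzyme for full effect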
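test system = in-house recombinant HK5 (HKDC1) enzyme | amount = HKDC1 at 5 µg/mL | control set = DMSO-enzyme wells negative, buffer-substituted wells positive | compound = one dose of 20 µM, 1% DMSO | schedule = reaction time 90 min, room temperature, protected from light | technique = resorufin fluorescence at 613 nm | reagent = glucose with 1 mM ATP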
SENP8 block-2 = SENP8 protease inhibitors, primary screen, biochemical, luminescence | Sentrin-specific protease 8 (Homo sapiens), Q96LD8 | purified SENP8, Z-RLRGG-aminoluciferin cleavage | inhibition, % at 10 µM | 1.2% of 330,000 active | AID 2540, 2010; in the data active means inhibition above about 50%
Starred values were filed as active, the others as inactive; u = inconclusive; x = not tested or not shown.

SMILES	SENP7 block	PfGluPho inh	UBC13 inh	beta cell repl	SENP6 inh	SENP8 block-1	SENP1 FRET inh	HKDC1 inh	SENP8 block-2
CCOc1cccc(CN2CCCC(CCC(=O)NCc3ccccc3F)C2)c1O (stereo not given)	-5	-5	2	0	2	6	1	-6	-2
CC(=O)OC1CC(C)N(C(=O)c2ccccc2)c2ccc(C)cc21 (stereo not given)	3	16	-3	0	2	7	1	-1	1
Cc1c(Cc2ccccc2)c(=O)oc2cc(OCC(=O)NCC3CCC(C(=O)O)CC3)ccc12 (stereo not given)	-13	2	7	-3	-6	-161	3	-3	-9
Cc1cccc(OCC(=O)NC(=S)N2CCCc3ccccc32)c1	7	42	-4	2	9	10	-48	1	7
COc1ccc(NS(=O)(=O)c2cc(NC(=O)c3ccc(C)o3)ccc2N2CCCCC2)cc1	-10	14	-7	-2	-7	6	0	-8	-6
CCN(CC)CCC(=O)NN	4	-8	4	-1	6	8	3	-4	-2
CCOC(=O)C1=C(C)NC(=O)NC1C (stereo not given)	7	-8	-8	-2	1	6	0	-11	-5
O=C(Nc1nc2c(s1)CCCC2)c1cc(-c2ccc3c(c2)OCO3)nc2ccccc12	13	x	-15	-2	9	x	x	x	-2
CC12CCC(=O)N1c1c(sc3nc(N4CCOCC4)c4c(c13)CCCC4)C(=O)N2 (stereo not given)	-4	-2	-7	-1	38	-333	-17	11	8
O=C(Nc1cccc(-c2nc3ccccc3[nH]2)c1)c1cccc(NC(=O)c2ccco2)c1	4	0	6	-6	9	15	0	6	2
Cc1ccc(Oc2nc3c(C)cccn3c(=O)c2/C=C(\C#N)C(N)=O)cc1	-3	9	7	-4	-2	-464	-117	14	-1
COc1ccc(OC)c(NC(=O)CNC(=O)c2ccc([N+](=O)[O-])cc2)c1	7	-9	8	2	12	21	0	-4	1
O=C(COC(=O)C12CC3CC(CC(C3)C1)C2)NCCc1ccccc1	-1	1	9	0	1	0	2	-4	7
Cc1nonc1NC(=O)CSc1nc2ccccc2cc1C#N	-5	19	1	1	-1	-10	65	-2	-3
Cn1cc(Br)c(C(=O)n2cc(Br)cn2)n1	4	26	3	2	-5	12	0	-7	1
O=C(CCc1nnc2ccc(N3CCC4(CC3)OCCO4)nn12)Nc1cc(F)ccc1F	-1	6	-1	-2	-7	-18	0	0	-6
Cc1cc(C)cc(NC(=O)CSc2nc3c(oc4ccccc43)c(=O)n2-c2ccccc2)c1	1	5	-29	0	11	15	0	-2	-4
COc1cc(OC)cc(C(=O)NNC(=S)Nc2ccc(S(N)(=O)=O)cc2)c1	12	4	-3	-1	9	-9	4	-2	1
CCOc1ccc(Cn2c(=O)sc3ccccc32)cc1OC	-7	-6	3	-2	-34	23	2	-5	-8
Cc1ccccc1NC(=O)Cc1nnc(N)s1	6	5	2	2	-4	-5	0	-4	-8

A different layout for some results above.
Value order – SENP7 block	PfGluPho inh	UBC13 inh	beta cell repl	SENP6 inh	SENP8 block-1	SENP1 FRET inh	HKDC1 inh	SENP8 block-2
CCOc1cccc(CN2CCCC(CCC(=O)NCc3ccccc3F)C2)c1O (stereo not given)
  -5	-5	2	0	2	6	1	-6	-2
CC(=O)OC1CC(C)N(C(=O)c2ccccc2)c2ccc(C)cc21 (stereo not given)
  3	16	-3	0	2	7	1	-1	1
Cc1c(Cc2ccccc2)c(=O)oc2cc(OCC(=O)NCC3CCC(C(=O)O)CC3)ccc12 (stereo not given)
  -13	2	7	-3	-6	-161	3	-3	-9
Cc1cccc(OCC(=O)NC(=S)N2CCCc3ccccc32)c1
  7	42	-4	2	9	10	-48	1	7
COc1ccc(NS(=O)(=O)c2cc(NC(=O)c3ccc(C)o3)ccc2N2CCCCC2)cc1
  -10	14	-7	-2	-7	6	0	-8	-6
CCN(CC)CCC(=O)NN
  4	-8	4	-1	6	8	3	-4	-2
CCOC(=O)C1=C(C)NC(=O)NC1C (stereo not given)
  7	-8	-8	-2	1	6	0	-11	-5
O=C(Nc1nc2c(s1)CCCC2)c1cc(-c2ccc3c(c2)OCO3)nc2ccccc12
  13	x	-15	-2	9	x	x	x	-2
CC12CCC(=O)N1c1c(sc3nc(N4CCOCC4)c4c(c13)CCCC4)C(=O)N2 (stereo not given)
  -4	-2	-7	-1	38	-333	-17	11	8
O=C(Nc1cccc(-c2nc3ccccc3[nH]2)c1)c1cccc(NC(=O)c2ccco2)c1
  4	0	6	-6	9	15	0	6	2
Cc1ccc(Oc2nc3c(C)cccn3c(=O)c2/C=C(\C#N)C(N)=O)cc1
  -3	9	7	-4	-2	-464	-117	14	-1
COc1ccc(OC)c(NC(=O)CNC(=O)c2ccc([N+](=O)[O-])cc2)c1
  7	-9	8	2	12	21	0	-4	1
O=C(COC(=O)C12CC3CC(CC(C3)C1)C2)NCCc1ccccc1
  -1	1	9	0	1	0	2	-4	7
Cc1nonc1NC(=O)CSc1nc2ccccc2cc1C#N
  -5	19	1	1	-1	-10	65	-2	-3
Cn1cc(Br)c(C(=O)n2cc(Br)cn2)n1
  4	26	3	2	-5	12	0	-7	1
O=C(CCc1nnc2ccc(N3CCC4(CC3)OCCO4)nn12)Nc1cc(F)ccc1F
  -1	6	-1	-2	-7	-18	0	0	-6
Cc1cc(C)cc(NC(=O)CSc2nc3c(oc4ccccc43)c(=O)n2-c2ccccc2)c1
  1	5	-29	0	11	15	0	-2	-4

Continued:
SMILES	SENP7 block	PfGluPho inh	UBC13 inh	beta cell repl	SENP6 inh	SENP8 block-1	SENP1 FRET inh	HKDC1 inh	SENP8 block-2
C[C@H](CO)N1C[C@H](C)[C@@H](CN(C)Cc2ccc(-c3ccccc3)cc2)Oc2c(NC(=O)c3ccncc3)cccc2C1=O	9	7	13	-6	4	7	1	2	-6
CCOc1ccc(C(=O)NCC(=O)NCC2CCCCC2)cc1OCC	3	5	4	-1	18	20	1	-6	5
CC(=O)c1c(O)c2ccccc2n(C(C)C)c1=O	-17	5	22	-2	2	-97	-2	2	-5
O=C(Cn1c(C(=O)OCCO)cc2ccccc21)c1ccccc1	-1	-4	-4	2	13	23	-2	3	-2
CCN(CC)C(=O)CSc1nnc(COc2cccc(C)c2)n1C	-5	x	1	-2	-18	x	x	x	-13
Cn1c(=O)c2c(ncn2CC(=O)Nc2ccccc2N2CCOCC2)n(C)c1=O	11	-5	-2	0	17	23	2	-2	9
O=C(N/N=C/c1ccco1)c1cccc(N2Cc3ccccc3C2)c1	8	17	-25	-3	3	-4	4	11	6
CC(=O)N(Cc1nc2sc(C)c(C)c2c(=O)[nH]1)C1CCCC1	9	-2	2	0	7	-8	-11	-8	-3
COc1ccc([C@H]2CC(=O)C=C(c3cccc4c3Oc3ccccc3S4)C2)cc1	9	2	0	-5	0	9	1	4	-2
CCCCc1cc(=O)oc2cc(OS(C)(=O)=O)ccc12	-2	-5	4	-1	-8	-274	-10	-4	-7
O=C(NCCNC(=O)c1ccc(-c2ccc(Cl)c(Cl)c2)o1)c1cnccn1	1	18	15	-2	8	4	1	4	4
CCOc1cccc(C(=O)Nc2nnc(-c3ccco3)s2)c1	73*	-28	13	-2	68*	-486	-9	2	60*
O=C(Nc1ccc(S(=O)(=O)Nc2cnc3ccccc3n2)cc1)c1cccc(OC(F)F)c1	3	-18	-1	-2	0	-299	0	-3	10
NC(=O)C1CCN(C2CC(=O)NC2=O)CC1 (stereo not given)	8	-14	-2	5	-7	-2	-1	-9	-4
O=C(C[C@H]1C/C=C\CCC(=O)O[C@@H](c2ccccc2)CNC1=O)NCCO	-4	-8	10	5	0	3	3	-5	6
CCOc1ccc(CCNC(=O)CCC(=O)N2CCOc3ccc(C)cc32)cc1OCC	6	-4	10	2	-6	0	1	-5	-5
O=C1OCC2=C1C(c1ccccc1)CC(=O)N2c1ccccc1 (stereo not given)	-1	12	3	-1	13	7	2	-7	4
CCOC(=O)C(=O)N/N=C/c1ccc(F)cc1	-3	1	-1	4	-2	4	0	-1	1
Cc1nn(-c2ccccc2)c(NC(=O)c2cccs2)c(-c2ccccc2)c1=O	0	-25	6	-2	-10	7	0	-3	-4
COc1cccc(/C=C2\Oc3cc(OCC(=O)N4CCCCC4)ccc3C2=O)c1OC	5	14	-6	-3	-4	-260	2	7	3
COC(=O)Nc1nc(-c2ccccc2)c(C(=O)c2ccccc2)s1	2	-14	6	-6	-10	6	-10	-4	3
COc1cccc(C(=O)OCC(=O)c2[nH]c(C)c(C(C)=O)c2C)c1	4	3	-1	-5	10	4	1	6	1
C=C1CC2C(CCC3(C)C2CCC3(O)C(C)=O)C2(C)CCC(=O)C=C12 (stereo not given)	2	8	0	-4	-3	4	0	0	-9
Cc1cccc2cc(/C=N/NC(=O)CN3CCOCC3)c(Cl)nc12	0	14	-4	-2	-8	30	2	-2	-1
CCn1c(=O)c2c(nc3n2CCCN3CCc2ccc(OC)c(OC)c2)n(C)c1=O	-5	-1	-1	0	-3	7	1	-3	-8
Cc1nn(-c2ccccc2)nc1C(N)=O	17	29	2	3	-14	16	-2	-3	-6
N#Cc1c(-c2ccc3c(c2)OCO3)ccn2nc(-c3cccc(C(F)(F)F)c3)nc12	-3	-12	u	-4	8	-298	-56	-5	1
CN(C)/C=C(\C=O)c1ccc(Cl)cc1Cl	-14	15	-8	-4	-12	12	1	3	-10
NC(=S)N/N=C1\CCOc2ccc(F)cc21	-2	-6	-5	2	-3	11	1	0	2
O=C(COC(=O)Cn1cnc2ccccc21)Nc1cccc2c1C(=O)c1ccccc1C2=O	4	-5	-35	0	-7	21	49*	1	-10
O=c1ccc2ccc(Oc3ccc([N+](=O)[O-])cc3Cl)cc2o1	-6	16	-6	-2	-14	-6	-1	-3	1
Cc1ccc(S(=O)(=O)N(C)C)cc1NC(=O)C(C)OC(=O)c1ccc2ccccc2n1 (stereo not given)	6	0	-2	3	0	8	1	-2	3
CCOC(=O)CNC(=O)c1cc(-c2ccccn2)nc2c(C)c(Cl)ccc12	-4	13	-6	-4	-14	-8	-2	-4	-11
CCc1nnc(NC(=O)CSc2ncnc3c2oc2ccccc23)s1	13	10	-20	-3	-16	14	1	-1	1
COc1ccccc1/C=C/C=N/NC(=O)c1ccccn1	1	0	-9	-3	-21	-230	-1	-8	-9
CCn1c(SCc2cccc(C)c2)nnc1-c1ccccc1	-1	10	-5	0	-19	25	1	-5	-7
Cc1ccc(S(=O)(=O)NCCCNC(=O)N2CCOCC2)cc1	2	-4	3	0	-9	12	-1	-8	-1
CCOc1ncccc1C(=O)OCC(=O)c1cc(C)n(Cc2ccco2)c1C	36	-1	-10	-4	71*	4	1	0	37
